USP2a block – blocks human ubiquitin-specific protease USP2a. USP2 core, Ub-CHOP2 coupled fluorogenic reporter, 485/531. Potency, µM (top dose mostly 38.3 µM), for inactives: at the highest dose activity change, negative = inhibition, usual class: inhibitors. 0.01% of 330,000 active;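 further: potency means the concentration at half of the fitted maximal effect; plate controls were DMSO wells for no effect and full inhibition by NEM control for full effect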
Target sequence (O75604 whole entry, looked up): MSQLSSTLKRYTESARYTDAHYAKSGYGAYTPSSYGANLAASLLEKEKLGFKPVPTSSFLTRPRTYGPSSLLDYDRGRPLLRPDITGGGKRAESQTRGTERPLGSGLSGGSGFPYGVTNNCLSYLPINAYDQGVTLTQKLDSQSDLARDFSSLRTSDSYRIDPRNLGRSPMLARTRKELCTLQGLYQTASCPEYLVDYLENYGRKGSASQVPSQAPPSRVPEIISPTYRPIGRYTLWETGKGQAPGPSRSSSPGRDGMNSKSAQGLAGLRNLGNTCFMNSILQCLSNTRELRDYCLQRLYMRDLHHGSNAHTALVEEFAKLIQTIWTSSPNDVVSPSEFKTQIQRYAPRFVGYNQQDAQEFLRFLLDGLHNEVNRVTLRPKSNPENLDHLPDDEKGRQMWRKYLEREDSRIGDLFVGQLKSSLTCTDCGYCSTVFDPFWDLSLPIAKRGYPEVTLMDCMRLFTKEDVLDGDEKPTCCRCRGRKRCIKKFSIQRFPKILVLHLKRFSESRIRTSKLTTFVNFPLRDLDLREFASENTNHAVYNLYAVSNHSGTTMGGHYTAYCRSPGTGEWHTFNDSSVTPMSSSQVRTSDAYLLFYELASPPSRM
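Cell-free coupled assay: 10nM USP2 core preincubated 30min RT with compound in Tris-HCl pH 8.0/CaCl2/CHAPS buffer, then 25nM Ub-CHOP2 and 25nM reporter substrate; fluorescence (Ex 485/Em 531) read after 60min RT, normalized to NEM inhibition, concentration-response curves fitted.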
MBNL1-CUG inh – blocks human MBNL1 binding to CUG repeat RNA | TR-FRET MBNL1-His/biotin-(CUG)12 binding, 665/545 ratio | AID 2675 | 0.036% of 280,000 active | Potency, µM (doses to about 57.5 µM), inactives show at the highest dose activity change, negative = inhibition, hits mostly inhibitors; active means well fitted inhibition curve with a large enough effect in the signal ratio, with a control signal flat, not every such curve was filed as active; inconclusive means small, poorly fitted or top-dose-only effect, or effect the other way, or a change in a side signal; inactive means no such curve, though single readings can be large or run the other way; the % refers to the signal ratio; further: potency means the concentration at half of the fitted maximal effect; on the % scale 0 is the no-effect control and ±100 the full control effect
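TR-FRET between His-tagged MBNL1 and biotin-(CUG)12 RNA, detected with Tb anti-His antibody (0.055 ng/ul) and streptavidin-XL665 (5 nM), 60 min at room temperature. Compounds titrated 92 nM to 58 uM; 665/545 nm ratio normalized to buffer and complex controls.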
Chronic BCR inh – blocks chronic active B-cell receptor signaling. ABC-DLBCL IkBa-CBG/CBR reporter, luminescence ratio, 4 h. Potency, µM (series often up to 46.1 µM), for the others: at the highest dose ratio change, negative = lower green/red ratio, usual class: inhibitors. 0.05% of 340,000 active. AID 493014; active means well fitted inhibition curve with a large enough effect in the signal ratio, with a control signal flat, not every such curve was filed as active; inconclusive means small, poorly fitted or top-dose-only effect, or effect the other way, or a change in a side signal; the % refers to the signal ratio;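 further: potency means the concentration at half of the fitted maximal effect; plate controls were basal doxycycline-induced cells for no effect and cells given 10 µM MG132 for full effect; MG132 reads +100%, hits lower the ratio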
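Concentration-response series (up to 46 uM) were applied to TMD8 dual-reporter cells for 4 h at 37C with doxycycline. Green/red ratio, after filter-overlap correction, defined %Activity; red signal alone was normalised to basal cells and zero luminescence.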
TSHR antag – antagonists of human thyroid stimulating hormone receptor; TSHR-expressing cells, TSH-stimulated cAMP HTRF, 2 h; hits give low values; P16473; activity change, negative = inhibition, % at 11.5 µM; 0.2% of 330,000 active;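 active means activity change below a set negative limit, meaning inhibition stronger than a set level, cut at about -70% in these data; inconclusive means activity change between two set negative limits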; further: on the % scale 0 is the no-effect control and ±100 the full control effect
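Competitive HTRF cAMP read-out (cryptate anti-cAMP antibody, cAMP-d2; 30 min, room temperature) in freshly harvested TSHR cells. Compounds added before TSH at EC80 (4nM final), followed by 2 hours' incubation at 37 deg C.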
PKM2 activator – increases activity of human pyruvate kinase M2; P14618; purified PKM2, Kinase-Glo ATP luminescence, activation; response scale: 0% is enzyme alone, no compound; Potency, µM (series often up to 57.5 µM), inactives show top-dose activation, most hits filed as activators; 0.34% of 260,000 active; AID 1631; further: potency means the concentration at half of the fitted maximal effect; on the % scale 0 is the no-effect control and ±100 the full control effect; nearly all actives have a fitted effect of over 55% in size
Target sequence (P14618 whole entry, looked up): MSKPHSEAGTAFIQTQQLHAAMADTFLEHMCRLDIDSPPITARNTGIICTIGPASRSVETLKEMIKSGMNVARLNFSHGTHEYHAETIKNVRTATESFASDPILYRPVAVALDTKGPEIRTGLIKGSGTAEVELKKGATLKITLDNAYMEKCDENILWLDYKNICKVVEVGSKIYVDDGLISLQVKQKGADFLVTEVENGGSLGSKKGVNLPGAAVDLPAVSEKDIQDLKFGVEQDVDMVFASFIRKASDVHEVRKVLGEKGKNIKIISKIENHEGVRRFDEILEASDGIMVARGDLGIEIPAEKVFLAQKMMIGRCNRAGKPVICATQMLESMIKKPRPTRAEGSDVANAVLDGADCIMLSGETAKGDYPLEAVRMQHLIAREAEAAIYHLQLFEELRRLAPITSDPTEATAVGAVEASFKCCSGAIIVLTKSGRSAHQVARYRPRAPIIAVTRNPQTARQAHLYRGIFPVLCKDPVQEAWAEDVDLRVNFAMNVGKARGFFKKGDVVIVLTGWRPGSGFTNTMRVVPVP
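ATP formation by purified human PK-M2, quantified via coupled luciferase luminescence after 1 h at room temperature with 0.1 mM ADP and 0.5 mM PEP final.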
Menin-MLL TR inh – displaces Texas Red mutant MLL peptide from human menin. O00255. Menin + Texas Red MLL mutant peptide, fluorescence polarization. Potency, µM (series often up to 61.6 µM), without a hit: at the highest dose FP activity change, negative = inhibition, usual class: inhibitors. 0.23% of 270,000 active. AID 1768; active means well fitted inhibition curve with a large enough effect in the polarisation, with a control signal flat, not every such curve was filed as active; inconclusive means small, poorly fitted or top-dose-only effect, or effect the other way, or a change in a side signal; inactive means no such curve, though single readings can be large or run the other way; the % refers to the polarisation; further: potency means the concentration at half of the fitted maximal effect; % of control where 0% means no effect; many of its hits are not listed in these tables
S-ASM inh – blocks human secretory acid sphingomyelinase; P17405; Potency, µM (series often up to 57.5 µM), without a hit: top-dose activity change, negative = inhibition, actives largely listed as inhibitors; AID 504937; 0.006% of 340,000 active; placental ASM, HMU-PC fluorogenic substrate, 60 min; further: potency means the concentration at half of the fitted maximal effect
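Human placenta-derived ASM preincubated with compound 10 min at room temperature, then reacted with 9 uM (final) fluorogenic HMU-PC substrate for 60 min at 37 C. Stop solution raises pH to 10; fluorescence read at Ex 386/Em 447 nm.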
Mito fusion act – inhibitors of mitochondrial division or activators of mitochondrial fusion; 0.23% of 320,000 active; S. cerevisiae fusion-defective mutant growth rescue, CellTiterGlo 48 h; Potency, µM (series often up to 46.1 µM), for the others: top-dose growth rescue (activation), actives largely listed as activators;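 further: potency means the concentration at half of the fitted maximal effect; % of control where 0% means no effect; nearly all actives have a fitted effect of over 45% in size; temperature-sensitive fusion mutants such as fzo1-1 at 37 °C on non-fermentable ethanol glycerol medium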
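Yeast fusion mutant, YPEG (non-fermentable carbon), compound, 48 h at 37C non-permissive; CellTiterGlo added, 10 min RT, luminescence read. Rescued growth = division inhibition.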
GALK inh – galactokinase (human) inhibition | P51570 | Purified GALK, Kinase-Glo residual ATP luminescence | Potency, µM (top dose mostly 57.5 µM), inactives show at the top dose activity change, negative = inhibition, hits mostly inhibitors | 0.007% of 270,000 active; further: potency means the concentration at half of the fitted maximal effect; on the % scale 0 is the no-effect control and ±100 the full control effect
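Galactose (100 uM) and ATP (35 uM) were turned over by 5 nM GALK for 1 h at RT. Kinase-Glo Plus then converted the remaining ATP into a luminescent signal.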
Eya2 inh – inhibitors of human Eya2 phosphatase activity | recombinant Eya2, OMFP fluorescence dephosphorylation (OMFP is methylfluorescein phosphate) | Potency, µM (doses to about 76.9 µM), inactives show at the top dose activity, negative = inhibition, hits mostly inhibitors | 0.006% of 330,000 active | AID 488837; further: potency means the concentration at half of the fitted maximal effect; on the % scale 0 is the no-effect control and ±100 the full control effect
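Eya2 protein (added as 0.2 uM solution) was preincubated with compound for 10 min at ambient temperature in 50 mM HEPES pH 7.5, 50 mM NaCl, 5 uM MgCl2, 0.05% BSA, 1 mM DTT. OMFP (added at 50 uM) then reacted 10 min; fluorescence read at 485/525 nm.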
hERG WT inh – blocks the wildtype human KCNH2 potassium channel; AID 720551; activity change, % at 1.84 µM; U2OS, BacMam KCNH2, thallium flux FluxOr; hits give low values; Q12809; 0.37% of 340,000 active;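 active means maximum activity change below -70%; inconclusive means maximum activity change between -70% and -50%; inactive means maximum activity change above -50%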; further: on the % scale 0 is the no-effect control and ±100 the full control effect
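U2OS cells transduced with wild-type KCNH2 virus are loaded with FluxOr dye for 45 min, and thallium flux is measured in kinetic reads before and after stimulation buffer. Rate constants are normalized to DMSO controls.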
The depositor's hits bear a star; i = inactive; u = inconclusive; x = not tested or not shown; & = joins results of further samples; [ ] = remark or other dose. Unless noted, the call rests on the fitted dose curve; in most records, active means well fitted curve in the direction sought with a large enough effect; inconclusive means small, poorly fitted or top-dose-only effect, or another doubt; inactive means no such curve, though single readings can be large; an effect the other way counts as inactive or inconclusive. Only part of the results is shown; rates above refer to the full screens.

SMILES	USP2a block	MBNL1-CUG inh	Chronic BCR inh	TSHR antag	PKM2 activator	Menin-MLL TR inh	S-ASM inh	Mito fusion act	GALK inh	Eya2 inh	hERG WT inh
Cc1ccc(NC(=O)CCC(=O)NNS(=O)(=O)c2ccc(Cl)cc2)cc1C	0%	-2%	u	1	x	x	-3%	-1%	-5%	-4%	0
O=C(CN1C(=O)NC2(CCCC2)C1=O)Nc1ccc(F)c(F)c1F	8%	5%	-14%	8	-9%	x	2%	3%	-4%	-4%	-5
Cc1ccc2nc(COC(=O)c3ccc(Cl)nc3)cc(=O)n2c1	-1%	x	-1%	-1	x	x	-1%	x	x	-10%	-3
O=C(NCC1CCCO1)c1ccc(-c2cccc(C(F)(F)F)c2)o1 (configuration not stated)	2%	12%	-3%	-6	2%	x	3%	2%	-4%	-4%	-3
Cn1c(SCc2cc(=O)[nH]c3ccccc23)nnc1-c1ccc(Br)cc1	1%	-1%	-27%	-1	0%	x	0%	-1%	-2%	-22%	4
Cc1noc(C)c1C(=O)NCc1cccs1	-1%	-6%	19%	23	-1%	-17%	-3%	9%	0%	12%	1
Cn1c(=O)[nH]c(=O)c2c1nc(SCCC(=O)O)n2Cc1cccc(Br)c1	3%	1%	5%	-18	0%	-8%	2%	-1%	0%	-3%	-5
Cc1cc(C)c(S(=O)(=O)N2CCCC(C(=O)N3CCOCC3)C2)c(C)c1 (configuration not stated)	-8%	-15%	u	-5	0%	5%	-3%	3%	2%	-11%	2
COc1ccccc1-c1nnc(SCC(=O)Nc2ccc3[nH]c(=O)[nH]c3c2)n1N	1%	x	-1%	-4	x	x	5%	2%	x	4%	1
COC(=O)C(=C/C(C)=C/c1cccnc1)C(=O)OC	-1%	3%	u	5	2%	-3%	-1%	-18%	-2%	3%	i
COc1ccc(-c2csc(Cc3nnc4n3CCCCC4)n2)cc1	-1%	u	-4%	-1	-11%	-21%	0%	-2%	-2%	8%	4
CC(=O)N1c2ccc(C)cc2C(c2ccccc2)CC1C (configuration not stated)	4%	-7%	u	10	-19%	-20%	-6%	15%	1%	5%	19
CSCCC(NC(=O)c1ccco1)C(=O)Nc1cc(C)ccn1 (configuration not stated)	4%	x	u	3	x	x	3%	8%	x	27%	41
COC(=O)c1c(C)[nH]c(C(=O)OCC(=O)N(CC(C)C)c2c(N)n(Cc3ccccc3)c(=O)[nH]c2=O)c1C	-1%	x	0%	13	x	x	-2%	1%	x	-6%	-8
Cc1ccc(S(=O)(=O)N2CCCC(C(=O)NCc3ccccc3F)C2)cc1 (configuration not stated)	-1%	4%	-1%	-10	x	-12%	-4%	7%	5%	u	-2
Cc1ccc(S(=O)(=O)N(C)C)cc1NC(=O)Nc1ccccc1	4%	10%	1%	-10	-1%	x	-4%	-7%	1%	12%	-26
Cn1c(=O)oc2cc(S(=O)(=O)N3CCC4(CC3)OCCO4)ccc21	2%	1%	-4%	-3	14%	11%	-1%	-3%	9%	-13%	-1
CCOC(=O)C1CCN(C(=O)CCc2c(C)nc3c(-c4ccc(F)cc4)c(C)nn3c2C)CC1	-1%	16%	0%	-14	11%	-4%	0%	0%	0%	-11%	15
Cc1cccc(CSCCNC(=O)c2ccc(N(C)S(=O)(=O)c3ccccc3)cc2)c1	-1%	0%	-1%	-41	3%	15%	-3%	4%	-2%	5%	-2
Cc1ccc(-c2c[n+](CC(=O)Nc3ccccc3C)c3n2CCC3)cc1	0%	0%	-7%	-7	0%	x	-3%	-4%	-2%	-14%	-2
COc1ccccc1/C=C1\N=C(C(C)(C)C)OC1=O	0%	-2%	-8%	1	-5%[0.46 µM]	-16%	-2%	0%	7%	3%	13
Cc1ccc([N+](=O)[O-])cc1NC(=S)NC(=O)C(C)(C)C	0%	u	-5%	-25	3%	u	0%	21%	-3%	-16%	-21
CCN(CC)C(=O)CSc1nc(O)cc(=O)n1C	2%	2%	5%	-1	15%	-3%	3%	2%	0%	-22%	17
CN1CCc2cc(O)c(O)cc2C(c2ccccc2)C1 (configuration not stated)	0%	x	3%	-22&9	x	-11%	-14%	u	x	-2%&11%	43
O=[N+]([O-])c1ccc(Cl)c(CN2CCN(c3ncccn3)CC2)c1	-1%	u	-2%	8	-4%	0%	-2%	3%	-3%	-4%	19

Remaining list, next part
SMILES	USP2a block	MBNL1-CUG inh	Chronic BCR inh	TSHR antag	PKM2 activator	Menin-MLL TR inh	S-ASM inh	Mito fusion act	GALK inh	Eya2 inh	hERG WT inh
CN(C)C1(CNC(=O)c2cccc(S(=O)(=O)Nc3ccc(Br)cc3)c2)CCCCC1	1%	x	3%	8	x	x	-1%	2%	x	14%	59
CCOc1ccc(NS(=O)(=O)c2cc(C)c(C)cc2C)cc1	2%	-4%	3%	-16	-1%	-3%	-11%	1%	-1%	-1%	x
Nc1cc(-c2nc3ncccc3o2)ccc1Cl	2%	13%	0%	21	0%	-11%	162%[activator]	1%	0%	0%	-5
CCCCc1nc(SCC(=O)N2CCCCC2)c2c(=O)n(C)c(=O)n(C)c2n1	-1%	x	6%	-23	x	x	-3%	20%	x	-9%	-1
CCOc1ccccc1N(CC(=O)Nc1ccccc1C(=O)N1CCCC1)S(C)(=O)=O	0%	-2%	u	27	-1%	x	1%	-6%	-1%	-8%	3
CS(=O)(=O)N1CCCC(C(=O)Nc2ccccc2Cl)C1 (configuration not stated)	2%	-5%	0%	5	-2%	6%	3%	1%	4%	-9%	-28
Cc1nc2ccccc2n1S(=O)(=O)c1cc(C(=O)O)ccc1Cl	1%	-10%	0%	0	x	16%	0%	-1%	0%	3%	10
Cc1ccc(C(=O)Cn2nc(C)c([N+](=O)[O-])c2C)c(C)c1	0%	6%	0%	2	2%	7%	-3%	-2%	11%	-1%	-11
COc1ccc(S(=O)(=O)NCCSCc2cccc(C)c2)cc1Br	-1%	-1%	2%	-6	7%	11%	-2%	2%	-3%	6%	9
COc1cc(OC)c(C(=O)COc2ncnc3ccccc23)c(OC)c1	0%	-4%	0%	-14	1%	6%	-1%	0%	3%	4%	-3
Cc1cc(Cl)ccc1NC(=O)c1ccc2c(c1)OCO2	-1%	5%	0%	0	-2%[11.5 µM]	16%	10%	4%	6%	8%	5
CCc1ccc2oc(=O)cc(CN(C)Cc3ccccc3)c2c1	1%	3%	5%	-2	-5%	-19%	-4%	-6%	-1%	-20%	-17
O=C(NCCc1cn2ccccc2n1)C1CCCCC1	0%	-4%	-2%	4	0%	5%	7%	-2%	0%	24%	-13
Cc1c(C(=O)N(C)CC(=O)Nc2cccc(F)c2)oc2c(Cl)cccc12	-2%	x	u	-9	x	x	-20%	7%	x	0%	-8
COc1ccc(CCNc2ccc(S(=O)(=O)N3CCN(C)CC3)cc2[N+](=O)[O-])cc1	3%	x	0%	5	x	x	-3%	-2%	x	-4%	10
CC(=O)c1ccc(N2CCN(S(=O)(=O)c3c(C(=O)N4CCCC4)c(C)n(C)c3C)CC2)cc1	-1%	1%	0%	5	0%	2%	2%	-1%	9%	-9%	3
CCOC(=O)N1CCC(NC(=O)c2ccc(CS(=O)(=O)c3c(Cl)cccc3Cl)o2)CC1	0%	-1%	-3%	8	-14%	12%	1%	-2%	2%	-32%	0
Cc1cc(C)nc(SCCn2c(N3CCCCC3)nc3c2c(=O)n(C)c(=O)n3C)n1	3%	3%	-8%	-3	-9%	6%	2%	2%	0%	0%	-1
Cc1cccc(N2CCN(Cc3nc(C4CC4)no3)CC2)n1	-1%	-8%	7%	1	-1%	x	1%	0%	-2%	4%	3
CCCN(C(=O)COC(=O)CSc1ccc(C(N)=O)cc1[N+](=O)[O-])C1CCS(=O)(=O)C1 (configuration not stated)	1%	x	-1%	11	x	x	1%	1%	x	-12%	-9
O=C(CNC(=O)C1CCCCC1)NCc1ccco1	-6%	0%	-3%	-5	-5%	-15%	4%	0%	-4%	0%	4

High-throughput results (PubChem)
